Nrf2 block = Nrf2 pathway inhibition; 360,000 compounds, 2.1% hits; Potency, µM (doses to about 46 µM), inactives show at the highest dose activity change, negative = inhibition, most hits filed as inhibitors; A549 ARE-Fluc reporter, luciferase luminescence, 18-24 h; note: potency is the fitted concentration of half-maximal effect; % is set by controls: 0 for no effect and ±100 for the full control effect; nearly all actives have a fitted effect of over 60% in size
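Nrf2 activity is the BugLite luminescence, read 15 min after reagent at room temperature, following CellTiter-Fluor cytotoxicity readout (30 min, 37C). Compound titrations were applied for 18-24 h to 5000 A549 ARE_Fluc cells/well in 5% FBS OPTI-MEM.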
A549 tox = kills or reduces viability of A549 cells in Nrf2 counter-screen; A549 ARE-Fluc cells, CellTiter-Fluor viability, 18-24 h; Potency, µM (highest dose often 46 µM), for the others: at the top dose activity change, negative = cytotoxicity, usual class: inhibitors; 390,000 compounds, 0.16% hits; note: potency is the fitted concentration of half-maximal effect; % is set by controls: 0 for no effect and ±100 for the full control effect
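A549 ARE-Fluc cells in 5% FBS OPTI-MEM, 5000 cells/well, rested 2 h then exposed to compounds in concentration-response for 18-24 h at 37 °C. Viability by CellTiter-Fluor fluorescence (Ex 405/Em 525) after 30 min; luciferase luminescence (BugLite, 15 min, RT) read afterwards.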
TGFb inhibitor = inhibitors of TGF-b signaling | HepG2 CAGA-GFP TGF-b/SMAD3 reporter, GFP fluorescence, 18 h; TGF-beta stimulated, 500 pg/mL final | 410,000 compounds, 1.2% hits | Potency, µM (highest dose often 46.1 µM), inactives show top-dose activity, negative = inhibition, usual class: inhibitors | AID 588855; note: potency is the fitted concentration of half-maximal effect; % is set by controls: 0 for no effect and ±100 for the full control effect; nearly all actives have a fitted effect of over 65% in size
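Cell-based qHTS in HEPG2 carrying a CAGA-GFP Smad reporter; compounds added before 500 pg/mL final TGF-beta, 18 h incubation at 37 degrees C, GFP fluorescence quantified per cell by imaging cytometry.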
pAkt inh = Akt phosphorylation inhibition; Neuro2A IGF-stimulated pAkt S473 HTRF, 20 min; active compounds read low; activity change, % for hits at 50 µM; 360,000 compounds, 0.32% hits; AID 651550; in the data active = activity change below about -80%; inconclusive = mostly about -51% to -80%; note: % is set by controls: 0 for no effect and ±100 for the full control effect
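Neuro2A cells (4,500/well, DMEM with 0.5% FBS) were treated with compound at a single 50 µM final concentration, stimulated with 6 nM IGF for 20 min at 37 °C, and lysed. Phospho-Akt Ser473 was read by HTRF as 665/615 ratio ×10^4.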
Mm-Cpn inhibitor = M. maripaludis TRiC chaperonin inhibition | purified Mm-Cpn ATPase, ADP Transcreener TR-FRET | Potency, µM (doses to about 76.9 µM), for the others: at the top dose activity, negative = inhibition, most hits filed as inhibitors | 330,000 compounds, 0.031% hits; note: potency is the fitted concentration of half-maximal effect; % is set by controls: 0 for no effect and ±100 for the full control effect; nearly all actives have a fitted effect of over 80% in size
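Compound-treated chaperonin, 25 nM final, turns over 10 uM ATP at 37°C for 30 min following a 10 min preincubation; ADP generated competes with ADP-d2 for Eu-cryptate antibody, lowering FRET.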
Nrf2 ARE act = Nrf2 pathway activation; AREc32 ARE-luciferase reporter (MCF7-derived line), luminescence, 24 h; Potency, µM (titrated, usually from 46.1 µM), inactives show at the top dose activation, most hits filed as activators; 410,000 compounds, 0.31% hits; note: potency is the fitted concentration of half-maximal effect; % of control where 0% means no effect; nearly all actives have a fitted effect of over 65% in size
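Luciferase luminescence (Steady-Glo, 30 min at room temperature) served as the read-out of ARE activation in AREc32 cells treated with compounds for 24 hr at 37 deg C.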
CCT chaperon mod = changes cytosolic chaperonin activity; 360,000 compounds, 0.3% hits; purified chaperonin ATPase assay, HTRF ADP detection, 30 min; AID 651819; activity change, % (no concentration beside the values), hits read low; in the data active = activity change below about -30%; note: % is set by controls: 0 for no effect and ±100 for the full control effect
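Nucleotide hydrolysis assay: TRiC at 20–40 nM final (set by batch activity) with 10 uM ATP, 30 min at 37 °C, in presence of 76 uM compound. Detection by competitive ADP HTRF, 30 min ambient.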
HepG2 viability = HepG2 cytotoxicity, counter-screen for TGF-b inhibitors; HepG2 CAGA-GFP viability, ATP luminescence, 18 h; Potency, µM (top dose mostly 46.1 µM), without a hit: at the highest dose activity change, negative = cytotoxicity, most hits filed as cytotoxic; 410,000 compounds, 0.76% hits; note: potency is the fitted concentration of half-maximal effect; some results filed as inactive show a strong effect at the top dose
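HepG2 CAGA-GFP cells (1000/well, DMEM with 1% FBS) received compound, then TGF-beta at 500 pg/mL final, and were incubated 18 hours at 37 degrees C. Viability was read by CellTiter-Glo luminescence. Media-only wells were set as complete cell-killing and DMSO as no toxicity.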
Abeta rescue = A-beta toxicity reversal in yeast. yeast expressing A-beta42, growth rescue, OD600, 48 h; response scale: 0% DMSO, 100% iron-clioquinol control. Potency, µM (top dose mostly 46.1 µM), for the others: at the highest dose growth rescue, hits mostly activators. 410,000 compounds, 0.063% hits. AID 1347071; note: potency is the fitted concentration of half-maximal effect; nearly all actives have a fitted effect of over 55% in size
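Growth rescue measured by 600 nm absorbance after 48 h yeast culture at 30 C with compound. Values normalized between DMSO and an equimolar ferric chloride plus clioquinol control.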
* marks the source's active call; other numbers are inactive results; i = inactive; ? = inconclusive; · = not tested or not shown; & = joins results of further samples; [ ] = dose if it differs, or a comment. Unless noted, calls come from the whole dose curve; as a rule, active = well fitted curve in the direction sought with a large enough effect; inconclusive = small, poorly fitted or top-dose-only effect, or another doubt; inactive = no such curve, though single readings can be large; an effect the other way counts as inactive or inconclusive. An unsorted share of the library. About 4.3% of those tested had a hit in this group.

SMILES	Nrf2 block	A549 tox	TGFb inhibitor	pAkt inh	Mm-Cpn inhibitor	Nrf2 ARE act	CCT chaperon mod	HepG2 viability	Abeta rescue
O=C(CCNS(=O)(=O)c1cccc2nsnc12)Nc1ccc(F)cc1	-1.9%[9.27 µM]	-1.8%	6.8%	·	·	0.3%	·	5.4%	-9.6%
O=C(NN=C1CCCC1)c1[nH]c2ccc(Cl)cc2c1-c1ccccc1	-4.8%	0.4%	?	i	-2.0%	2.0%	-1.4	-177.8%	-14.1%
CSc1ccc(/C=C/C(=O)OCC(=O)NC2CC2)cc1	1.5%	3.8%	-6.0%	i	-1.4%	2.4%	0.1	-20.6%	-47.8%[inhibitor]
COc1ccc2c(Sc3ccc(Cl)cc3)c(C(=O)N3CCC(C)CC3)[nH]c2c1	?	8.7%	11.2µM*	·	·	6.1%	·	-94.9%	20.7%
CCN(CC)CCNC(=O)c1c(C)oc2ncnc(N3CCOCC3)c12	?	1.1%	-9.3%	·	·	0.1%	·	-31.9%	-17.8%
Nc1nc(C2CCOCC2)cs1	-17.9%	-5.8%	2.2%	i	0.0%	0.1%	1.5	15.9%	-14.4%
COc1ccc(C(=O)n2cnc3ccccc32)cc1Br	-2.2%	-2.2%	-1.5%	i	·	0.1%	-0.6	-35.1%	-6.0%
CCCN(CC(=O)Nc1cc(Cl)ccc1Cl)C(=O)CN1C(=O)C2CCCCC2C1=O (stereo not drawn)	16.6%	-7.4%	-8.8%	i	-2.0%	0.2%	1.8	1.3%	19.2%
O=C(Nc1ccc(S(=O)(=O)N2CCCCCC2)cc1)c1ccc(Br)o1	-18.9%	-9.9%	-4.1%	i	-2.0%	0.7%	-2.6	-35.0%	-7.2%
Cc1ccc(N=Nc2ccc(O)c3ncccc23)cc1	?	-19.8%	?	i	1.8%	20.6%	-2.5	7.6%	?
CCC(c1nc2ccccc2[nH]1)N(C(=O)Cc1cc(OC)cc(OC)c1)c1ccc(N2CCOCC2)cc1 (stereo not drawn)	·	·	-30.1%	i	·	0.6%	-2.5	-5.6%	8.5%
O=c1[nH]cnc2nc(-c3ccccc3)c(-c3ccccc3)nc12	11.9%	-8.6%	-14.0%	i	-2.6%	-0.9%	-3.3	3.0%	1.7%
O=c1[nH]c(SCc2nc3ccccc3c(=O)n2-c2ccccc2)nc2ccccc12	-16.8%	-13.3%	-2.6%	i	0.4%	3.0%	0.0	-9.5%	22.7%
O=C(c1ccccc1)c1ccc(OCCCN2CCCCC2)cc1	6.1%	0.2%	9.5%	i	0.4%	2.7%	0.4	11.8%	-93.0%[inhibitor]
Cc1cccc(NC(=S)N(Cc2cccs2)Cc2cc3cc(C)ccc3[nH]c2=O)c1	2.0%	-5.3%	2.1%	i	2.7%	-0.3%	-1.1	-1.6%	0.8%
COc1ccccc1-n1c(C)nnc1SCC(N)=O	2.6%	-0.3%	-5.6%	i	2.6%	0.2%	-1.0	51.0%	10.1%
CC(C)C(OC(=O)Cn1nnc2ccccc21)C(=O)NC1CCCC1 (stereo not drawn)	?	-0.9%	7.1%	i	-0.4%	-0.1%	-1.7	-1.2%	8.2%
COc1ccc(CNS(=O)(=O)NCc2ccc(OC)c(OC)c2)cc1OC	-16.9%	3.8%	-9.6%	i	0.1%	-0.3%	-1.3	-7.1%	-6.1%
O=C(NCC1CCCO1)C(c1cccs1)N(C(=O)c1ccc(CN2CCOCC2)o1)c1ccc(Cl)cc1 (stereo not drawn)	-6.3%	-7.7%	-5.8%	i	1.3%	-0.1%	-2.1	-1.2%	-6.5%
COc1ccc(NC(=O)c2cccc(Oc3ccccc3)c2)cn1	25.9µM*	-12.6%	?	i	-18.4%	0.0%	0.5	-7.7%	7.4%
COCCNC(=O)C(c1ccc(C)o1)N(C(=O)c1snc(C(N)=O)c1N)c1ccc(C)c(C)c1 (stereo not drawn)	20.0%	-0.1%	5.3%	i	-1.6%	-0.5%	-0.1	12.7%	9.5%
COc1ccc2c(c1)c(=O)c(S(=O)(=O)c1ccc(Cl)cc1)cn2C	14.4%	14.6%	1.7%	·	·	-0.2%	·	7.2%	-13.0%
O=C(N/N=C/c1ccncc1)c1cccc(S(=O)(=O)Nc2ccc(Cl)cc2)c1	-7.6%	1.2%	-2.4%	i	-16.6%	-0.2%	-0.1	2.7%	14.6%
O=C(NNC(=O)C1COc2ccccc2O1)c1cccc([N+](=O)[O-])c1 (stereo not drawn)	1.2%	-4.1%	1.3%	i	-0.8%	-0.4%	0.6	-8.4%	-1.7%
CCCN1C(=O)/C(=C/c2ccco2)SC1=Nc1ccc(OC)cc1	1.4%	-2.2%	-17.7%	i	1.6%	?	-0.6	7.8%	-2.7%
COc1cc(NC(=O)c2cccnc2)c(Cl)cc1NC(=O)c1ccccc1	0.1%	-2.2%	11.4%	i	-3.2%	2.3%	-1.2	-0.2%	-1.6%
O=C(NCc1cccnc1)/C(=C/c1ccc(Cl)cc1)NC(=O)c1ccccc1	4.7%	1.6%	8.2%	i	1.1%	0.0%	-3.7	19.1%	-11.9%
COc1ccc(C2Nc3ccccc3C(=O)N2c2ccc(Cl)cc2)cc1Cn1cc([N+](=O)[O-])cn1 (stereo not drawn)	?	0.4%	-10.0%	i	-0.9%	2.3%	-2.9	-10.9%	-6.9%
COc1ccc(/C=C\C(=O)NCC(=O)N/N=C/c2ccc(O)cc2O)cc1	0.0%	-6.8%	-6.8%	i	-1.2%	-1.5%	0.6	-3.4%	-0.7%
CCC(C(=O)Nc1cnccn1)c1ccccc1 (stereo not drawn)	?	7.7%	7.4%	i	3.5%	0.0%	-0.5	-5.0%	-11.6%
CCCCCn1c(N)c(-c2nc3ccccc3o2)c2c([N+](=O)[O-])nn(C)c(=O)c21	-15.6%	-1.2%	-9.0%	i	0.1%	0.2%	-1.2	13.9%	16.9%
O=C(CC1(O)C(=O)N(Cc2ccccc2)c2ccc(Br)cc21)c1ccccc1 (stereo not drawn)	2.2%	-3.3%	?	·	·	6.4%	·	-59.6%	-5.7%
COc1ccc(-c2nc3c(c(=O)[nH]c(=O)n3Cc3ccccc3)n2C)cc1	13.6%	16.5%	-29.4%	?	1.1%	0.1%	-4.4	3.6%	0.4%
CC1C/C(=N\NC(=S)NC(C)C)CC(C)(C)C1 (stereo not drawn)	-19.0%	-10.3%	-8.7%	i	-2.6%	-0.2%	-4.8	-6.3%	0.1%
FC(F)(F)c1ccccc1-n1ccnc1	-1.8%	-2.2%	9.6%	i	-11.3%	0.0%	-0.4	4.2%	4.0%
COc1ccc(S(=O)(=O)N(C)CC(=O)NC2CC2)cc1	5.7%	-2.7%	8.0%	i	1.1%	-0.1%	0.0	17.8µM*	-4.1%
O=C(Nc1ccc(-c2csc(Nc3ccc(Cl)cc3)n2)cc1)c1cccc(C(F)(F)F)c1	-27.7%	-7.6%	?	i	-4.9%	11.3%	0.9	-33.6%	6.9%
COc1cc(C(=S)N2CCOCC2)cc(OC)c1OC(=O)c1cccc(C)c1	?	0.6%	12.9%	i	0.7%	1.4%	0.5	16.9%	1.7%
NC(=O)c1oc2ccc(Cl)cc2c1NC(=O)CN1CCOCC1	-20.1%	-5.4%	0.7%	i	3.0%	-0.5%	-6.0	-25.9%	-22.5%
O=C(CSc1ncccn1)NCc1ccc(Cl)cc1	?	-0.4%	6.9%	i	3.7%	-0.8%	0.5	-1.6%	-26.9%

3 neighbouring entries already listed:
SMILES	Nrf2 block	A549 tox	TGFb inhibitor	pAkt inh	Mm-Cpn inhibitor	Nrf2 ARE act	CCT chaperon mod	HepG2 viability	Abeta rescue
COc1cc(C(=S)N2CCOCC2)cc(OC)c1OC(=O)c1cccc(C)c1	?	0.6%	12.9%	i	0.7%	1.4%	0.5	16.9%	1.7%
NC(=O)c1oc2ccc(Cl)cc2c1NC(=O)CN1CCOCC1	-20.1%	-5.4%	0.7%	i	3.0%	-0.5%	-6.0	-25.9%	-22.5%
O=C(CSc1ncccn1)NCc1ccc(Cl)cc1	?	-0.4%	6.9%	i	3.7%	-0.8%	0.5	-1.6%	-26.9%

Later entries:
SMILES	Nrf2 block	A549 tox	TGFb inhibitor	pAkt inh	Mm-Cpn inhibitor	Nrf2 ARE act	CCT chaperon mod	HepG2 viability	Abeta rescue
COC(=O)N/N=C\c1c(C)nn(-c2ccccc2)c1Cl	?	-8.9%	-1.9%	i	-0.3%	3.3%	-3.3	2.5%	3.1%
COC(=O)c1cc2occc2n1Cc1ccc(Cl)cc1	?	?	0.6%	i	1.6%	-0.4%	-2.4	-12.9%	-4.5%
Cc1ccsc1/C=N/n1c(=S)[nH]nc(C)c1=O	-6.4%	7.0%	9.1%	i	0.7%	1.2%	2.0	-1.2%	-17.2%
CCOC(=O)c1ccc(NS(=O)(=O)c2c(N)n(C)c(=O)n(C)c2=O)cc1	?	1.3%	-22.9%	i	·	3.2%	-2.2	-35.5%	-10.7%
O=C(C1CCN(S(=O)(=O)c2cccc([N+](=O)[O-])c2)CC1)N1CCOCC1	2.8%	2.3%	?	i	3.1%	-0.5%	0.7	-12.2%	-5.0%
C1CCCCCC(=NNc2nn[nH]n2)CCCCC1	-4.9%	-0.1%	30.0%	i	2.2%	0.3%	-2.9	22.7%	-0.8%
CCn1c(C)c(C)c2cc(C(=O)N3CCN(c4ccccc4)CC3)ccc21	?	11.8%&7.6%	?	i	-4.6%	0.0%&0.3%	0.4	-29.6%&-26.2%	-36.5%&-31.5%[inhibitor]
